E coli growth – bacterial growth inhibition, counter-screen for AddAB inhibitors; E. coli V3065 growth, OD600 absorbance, 18 h; 330,000 tested, 0.27% active; inhibition, % at 11.9 µM;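 active means inhibition above the campaign's mean inhibition across all tested compounds plus 3 SD, cut at about 9.9% in these data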;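 further: uninfected addAB+ strain grown without phage in ampicillin broth; 0% = DMSO wells and 100% = ciprofloxacin 0.95 µg/ml wells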
MOR-DOR inv ag – inverse agonist of human OPRM1-OPRD1 heterodimerization; cell-based MOR-DOR heterodimer luminescence, inverse agonism; inhibition, % at 9.3 µM; 340,000 tested, 0.21% active; AID 504357; in the data active means inhibition above about 22%, passing the limit was not always enough;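 further: 0% = cells with DMSO and 100% = wells without cells with DMSO; values of inactives mirror those of a sister screen read the other way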
Target sequence (P35372 whole entry, looked up): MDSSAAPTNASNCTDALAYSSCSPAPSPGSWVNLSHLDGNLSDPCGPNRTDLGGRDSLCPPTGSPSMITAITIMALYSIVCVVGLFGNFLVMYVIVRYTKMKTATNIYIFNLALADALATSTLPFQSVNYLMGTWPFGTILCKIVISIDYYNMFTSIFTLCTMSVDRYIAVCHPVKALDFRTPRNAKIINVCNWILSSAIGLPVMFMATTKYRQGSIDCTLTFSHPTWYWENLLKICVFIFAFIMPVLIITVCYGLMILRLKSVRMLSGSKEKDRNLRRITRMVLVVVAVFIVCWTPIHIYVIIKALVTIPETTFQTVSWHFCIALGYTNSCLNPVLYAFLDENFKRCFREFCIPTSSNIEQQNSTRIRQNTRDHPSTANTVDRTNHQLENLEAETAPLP
Target sequence (P41143 whole entry, looked up): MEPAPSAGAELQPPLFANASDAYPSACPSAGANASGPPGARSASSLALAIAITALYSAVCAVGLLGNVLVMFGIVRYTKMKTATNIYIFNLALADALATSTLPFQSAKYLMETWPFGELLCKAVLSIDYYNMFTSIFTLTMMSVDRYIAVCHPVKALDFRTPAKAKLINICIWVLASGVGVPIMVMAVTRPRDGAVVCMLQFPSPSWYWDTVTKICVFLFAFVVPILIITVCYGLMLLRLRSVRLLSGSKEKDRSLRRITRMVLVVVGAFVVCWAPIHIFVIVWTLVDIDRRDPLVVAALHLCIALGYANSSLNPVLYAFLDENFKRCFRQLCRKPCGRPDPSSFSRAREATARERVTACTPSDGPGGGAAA
PKA-R1A act – activators of PKA-R1A complex | P00514+P68181 | PKA-R1A dissociation, Cy5-IP20 fluorescence polarization; scaled: DMSO 0%, 113 µM cGMP 100% | activation, % at 11.4 µM | 340,000 tested, 0.083% active | AID 504707;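 active means percent activation above the mean of all tested compounds plus 3 SD, cut at about 19% in these data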;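 further: higher means more PKAc released from R1A so a rise in polarization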
SUMO Mot1 rescue – inhibitors of SUMOylation pathway: yeast Mot1-301 growth rescue | S. cerevisiae Mot1-301 growth rescue, ATP luminescence, 38.5C; percent above DMSO median, 100 means doubled | growth rescue, % at 18.8 µM | 320,000 tested, 1% active | AID 2716;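 active means every valid replicate shows activation above 250% relative to neutral control wells; inactive means the rest, any valid replicate at or below 250%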;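 further: OY570 slx delta 5 strain wells were the positive control but not used for scaling; some compounds called inactive have numbers as strong as hits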
phage Ecoli inh – E. coli growth loss with phage present | inhibition, % at 11.9 µM | 360,000 tested, 0.26% active | AID 651602 | growth absorbance; in the data active means inhibition above about 11%
PfHsp90 set2 – reduces growth (ATP signal) of yeast expressing P. falciparum Hsp90. S. cerevisiae expressing PfHsp90, BacTiter-Glo ATP, 48 h; yeast lacking PDR1 and PDR3 efflux regulators. inhibition, % at 9.4 µM. 310,000 tested, 0.32% active. AID 504621;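 active means every replicate shows inhibition above about 80%, whatever the replicate mean, limit read from the data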;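 further: 0% = DMSO neutral controls and 100% = 20 µM radicicol positive controls; yeast relying on Plasmodium falciparum Hsp90 in place of its own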
AddAB inh – less growth of phage-infected E. coli with AddAB | E. coli expressing H. pylori AddAB, absorbance growth | inhibition, % at 11.9 µM | 330,000 tested, 0.29% active; in the data active means inhibition above about 12%;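 further: 0% = vehicle wells of infected cells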
OPRM1-OPRD1 ag – agonists of human mu-delta opioid receptor heterodimerization; P35372+P41143; cells, OPRM1-OPRD1 heterodimerization, luminescence; activation, % at 9.3 µM; 340,000 tested, 0.3% active; AID 504326; in the data active means activation above about 18%;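 further: 0% = vehicle-treated cells and 100% = reference agonist; values of inactives mirror those of a sister screen read the other way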
HTR5A inv ag – HTR5A inverse agonism, opioid heterodimer counter-screen. P47898. HTR5A cell line, luminescence. inhibition, % at 9.3 µM. 340,000 tested, 0.083% active; in the data active means inhibition mostly above about 23%, no sharp cut-off; inactive means mostly below about 18%;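 further: 0% = cells with DMSO and 100% = no-cell wells with DMSO; some compounds called inactive have numbers as strong as hits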
PKA-R2B activ – PKA-R2B complex activation | activation, % at 11.4 µM | 340,000 tested, 0.079% active | P22694+P31323 | PKA-R2B holoenzyme dissociation, Cy5-IP20 fluorescence polarization; R2B truncated from residue 108, S112A mutant; 0% DMSO only, 100% 113 µM cGMP;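 active means activation above a cutoff set at the mean over all compounds plus 3 SD, cut at about 18% in these data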;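 further: higher means more holoenzyme dissociation and a rise in polarization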
Tat transport – inhibitors of E. coli Tat protein transport. AID 488895. inhibition, % at 10 µM. 340,000 tested, 0.036% active. E. coli MC4100 TorA-mCherry Tat export, fluorescence;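 active means mean replicate inhibition at least 50% and at least half of replicates individually reaching 50%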;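 further: exported cargo escapes ClpAP degradation while cytoplasmic cargo is degraded and loses fluorescence; 0% = median of neutral control wells and 100% = median of NaSCN control wells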
* marks the source's active call; other numbers are inactive results; · = not tested or not shown.

Results follow in this order: E coli growth	MOR-DOR inv ag	PKA-R1A act	SUMO Mot1 rescue	phage Ecoli inh	PfHsp90 set2	AddAB inh	OPRM1-OPRD1 ag	HTR5A inv ag	PKA-R2B activ	Tat transport
O=C(CSc1ncnc2c1cnn2-c1ccccc1Cl)N1CCN(C(=O)c2ccco2)CC1
    0.1	5	-5	35	-2.4	-12	-2.6	-0.9	14	-15	5
COc1ccc(Cl)cc1NC(=O)Cn1c(C)csc1=O
    1.8	6	4	21	-0.9	-8	0.9	-1.6	7	-1	4
CN(CC(=O)Nc1ccccc1Cl)C(=O)COC(=O)c1nc(Cl)c(Cl)c(Cl)c1Cl
    -1.4	15	9	13	-1.3	2	1.5	-2.9	-4	2	11
CCN1CCN(Cc2cc(=O)oc3cc(C)cc(C)c23)CC1
    2.2	-4	3	7	2.8	·	2.4	0.9	-9	3	6
N#Cc1cnn(Cc2ccccc2)c1N
    -1.9	14	-4	0	1.4	3	-0.5	-3.4	6	-7	0
CSc1ccccc1C(=O)NCCc1ccc(S(=O)(=O)N2CCCCC2)cc1
    -2.0	5	-5	5	1.9	-6	-1.2	-0.9	-2	-5	0
COc1cccc(/C=C2\Sc3ccc(C(=O)NCC4CCCO4)cc3N(C)C2=O)c1 (stereo unspecified)
    -1.0	4	-1	366	0.2	-18	2.4	-0.9	12	-2	-4
Cc1ccc(NC(=O)/C(Cl)=C\c2ccccc2)cc1
    -0.1	-13	-17	155	1.2	-9	0.8	2.6	-18	-2	6
COc1ccc(Nc2ncc(C(=O)N3CCN(c4ccc(F)cc4)CC3)c3ccccc23)cc1
    -1.1	-2	2	10	3.5	34	1.8	0.3	-25	6	9
CC(C)Oc1ccc(C(=O)NCc2cccs2)cc1
    0.9	-7	10	·	1.5	-4	-0.2	1.2	-12	11	-1
CCCOP(=O)(OCCC)c1c([N+](=O)[O-])cc(C(F)(F)F)cc1[N+](=O)[O-]
    -0.7	-23	-2	-1	1.5	9	1.5	4.6	-24	-2	3
Cc1cc(OC(=O)c2ccccc2C(F)(F)F)c([N+](=O)[O-])c(=O)[nH]1
    2.0	11	5	-9	1.1	2	0.1	-1.9	0	-11	2
CCOc1ccc(NC(=O)N2CCc3ccccc3C2)cc1
    0.7	9	-7	27	1.5	-11	0.3	-2.8	19	8	11
O=C(NCCC1=CCCCC1)C1CCN(S(=O)(=O)c2cccc3nsnc23)CC1
    -1.1	-11	0	-2	1.9	-3	-1.2	2.1	-19	3	-7
COCCN(Cc1nc2ccccc2c(=O)[nH]1)C(=O)c1cccc(S(=O)(=O)N2CCCC2)c1
    1.9	4	1	·	-2.0	10	3.0	-1.1	-20	1	3
O=C(c1cc2n(n1)C(C(F)(F)F)CC(c1ccc(Cl)cc1)N2)N1CCCC1 (stereo unspecified)
    -2.4	-9	-11	-7	3.7	0	0.2	1.5	-8	-7	-6
O=C(Nc1ccc([N+](=O)[O-])cn1)c1cc(-c2cccc(Cl)c2)nc2ccccc12
    0.2	-2	-2	-20	1.2	1	5.0	0.3	1	9	4
Cc1ccc(-n2nc(C(=O)O)c(C)c(C#N)c2=O)cc1Cl
    2.0	-5	-1	-7	1.9	16	1.2	1.0	14	7	8
CN(C)c1ccc(NC(=O)Oc2ccccc2)cc1
    -1.2	-6	2	290	2.4	10	3.4	1.0	-11	-18	3
O=C(COc1ccc2c(-c3ccccc3)cc(=O)oc2c1)Nc1ccc(CN2CCOCC2)cc1
    -1.8	-33	-5	0	-0.3	-3	0.1	6.6	1	-6	-5
N#CCCn1cc(C(N)=O)c(-c2ccc3ccccc3c2)n1
    0.6	5	13	-11	2.2	-23	3.8	-1.0	4	4	-3
COc1ccc2[nH]c3c(c2c1)CCN1C(=O)C(CC(=O)NCCc2ccccn2)C[C@H](C(=O)N2CCCCC2)[C@@]31CCc1ccccc1 (stereo partly specified)
    -1.4	7	-8	·	1.0	-22	-2.0	-1.5	-9	-2	-2
CCOC(=O)N1CCN(C(=O)c2ccccc2NC(=O)c2ccc(Br)cc2)CC1
    0.6	17	-3	19	4.8	29	3.2	-3.4	0	4	3
O=C(Nc1cccc([N+](=O)[O-])c1)c1cc(S(=O)(=O)Nc2ccccn2)ccc1Cl
    0.5	8	-3	-12	-1.5	-20	-2.2	-1.5	17	6	3
CCOC(=O)c1c(NC(=S)Nc2ccc(Cl)cc2)sc(C)c1C
    ·	2	-1	·	1.6	-15	·	-0.5	0	1	-10
CC(=O)N1CCN(c2c(F)c(F)c(C(F)(F)F)c(F)c2F)CC1
    ·	7	-10	·	-0.4	-6	·	-1.3	11	-6	0
CCCc1ccc2oc(C(=O)NCCc3cnn(C)c3)c(C)c2c1
    0.7	9	3	-13	1.3	2	-1.6	-1.8	-27	-1	12
Cc1ccc(-c2cc(C(F)(F)F)nc(SCC(=O)c3cccc([N+](=O)[O-])c3)n2)cc1
    -1.4	1	15	2	1.1	0	-1.0	-0.1	-12	-5	-1
COc1cc(-c2nc3ccccn3c2/N=C/c2ccc(F)cc2)ccc1O
    1.7	1	-9	112	2.4	7	2.8	-0.2	-12	0	3
O=C(CSC1=NCCS1)NCc1ccco1
    -2.5	-4	-5	10	-1.2	14	3.6	0.9	3	4	5
COCCn1c(N2CCN(c3ccccc3)CC2)nc2c1c(=O)n(C)c(=O)n2C
    0.4	2	-3	5	1.4	-11	0.2	-0.3	0	1	1
Cc1cnc(C(=O)NCCc2ccc(Cl)cc2)cn1
    ·	10	-9	65	1.0	15	·	-1.5	-6	4	-3
COc1ccc(Nc2cc(C(=O)N3CCc4ccccc4C3)c3ccccc3n2)c(OC)c1
    0.9	-16	-5	-14	1.9	5	0.2	3.2	-10	-5	2
CN(C)S(=O)(=O)c1cc(NC(=O)CN2CCNC(=O)C2)ccc1Cl
    3.3	4	0	4	1.5	-3	3.0	-0.8	-3	-2	-13
COc1ccc(NC(=O)CCCNC(=O)Cn2cnc3sc(C)c(C)c3c2=O)c(OC)c1
    -0.9	-1	6	7	2.0	-8	2.2	0.2	-18	2	5
CC(=O)Nc1ccc(S(=O)(=O)N2CCN(C(=O)c3ccco3)CC2)cc1
    -1.3	9	0	3	-0.2	18	-0.7	-2.0	-1	7	-8
COc1cccc(NC(=O)[C@H](Cc2c[nH]c3ccccc23)NC(=O)[C@@H]2Cc3ccccc3CN2)c1
    -1.7	3	0	-21	1.9	-1	-0.7	-0.6	11	-5	-2
O=C(COC(=O)c1cc(S(=O)(=O)Nc2ccccc2Cl)ccc1O)Nc1ccc(F)c(F)c1F
    1.9	12	-3	21	2.7	-26	2.2	-2.6	-9	-12	-5
O=C(Nc1cccc2ccccc12)c1ccccc1Cl
    -2.8	4	2	1	2.6	-4	-1.1	-0.9	19	-4	1
COc1ccc(Br)cc1S(=O)(=O)n1ccnc1
    1.6	-21	1	-3	5.1	1	2.3	3.0	3	-9	8
Clc1cccc(OCCCCN2CCCCC2)c1
    1.9	8	1	164	3.2	-3	3.6	-1.6	6	-4	6
CC(C)CC1Nc2ccc(C(=O)NCCCN3CCOCC3)cc2NC1=O (stereo unspecified)
    -1.8	3	-1	-3	2.7	-16	2.7	-0.4	18	6	-5
COc1cc(/C=C2/C(=N)N3C=CSC3=NC2=O)ccc1OCCCOc1cc(C)ccc1C
    -0.1	-17	4	-7	4.0	-9	1.1	2.8	16	-3	-10
COc1ccc(C(CNC(=O)CN2C(=O)NC3(CC(C)CC(C)(C)C3)C2=O)N2CCOCC2)cc1 (stereo unspecified)
    1.2	5	2	1	-0.5	·	2.4	-0.9	-15	0	-1
c1ccc(CNc2c(-c3cccc(SC4CCCCC4)c3)nc3ccccn23)cc1
    0.2	-12	-4	-4	-1.8	-16	0.9	2.1	4	-9	-2

The final two compounds of the section before are carried over, then new ones follow:
Results follow in this order: E coli growth	MOR-DOR inv ag	PKA-R1A act	SUMO Mot1 rescue	phage Ecoli inh	PfHsp90 set2	AddAB inh	OPRM1-OPRD1 ag	HTR5A inv ag	PKA-R2B activ	Tat transport
COc1ccc(C(CNC(=O)CN2C(=O)NC3(CC(C)CC(C)(C)C3)C2=O)N2CCOCC2)cc1 (stereo unspecified)
    1.2	5	2	1	-0.5	·	2.4	-0.9	-15	0	-1
c1ccc(CNc2c(-c3cccc(SC4CCCCC4)c3)nc3ccccn23)cc1
    0.2	-12	-4	-4	-1.8	-16	0.9	2.1	4	-9	-2
COc1cc(OC)cc(C(=O)NC(=S)Nc2ccc(NC(=O)c3ccco3)cc2)c1
    1.6	-34	-13	3	2.3	-1	3.7	7.0	-28	6	-6
CCOC(=O)Cn1cnc2scc(-c3ccc(C)cc3)c2c1=O
    -1.7	11	1	13	2.7	-22	3.5	-2.2	-12	-10	2
O=C(COC(=O)c1cc(S(=O)(=O)N2CCOCC2)ccc1Cl)NCc1ccco1
    -0.4	7	-13	3	1.0	-3	-0.9	-1.0	-28	-17	5
COc1ccc2c(c1)-c1nc(NC(=O)c3cccs3)sc1CC2
    1.6	-35	-13	-30	-0.7	-8	3.7	6.0	5	-6	0
COc1ccc(NC(=O)CCS(=O)(=O)c2ccc3c(c2)oc(=O)n3C)cc1OC
    0.2	5	1	18	0.6	1	2.2	-0.8	-2	2	1
CCN(CC)c1nc(NN)nc(Nc2ccc(C)c(Cl)c2)n1
    -2.1	4	-14	-6	1.3	20	-4.3	-0.8	2	-12	-4
Cc1ccc2c(c1)N(CC(=O)Nc1ccc3c(c1)OCCO3)C(=O)CO2
    1.7	12	-6	91	2.0	0	-0.2	-2.3	13	2	-6
CCS(=O)(=O)c1ccc(O)c(NC(=O)/C=C/c2ccccc2)c1
    1.1	-1	1	·	2.4	7	0.2	0.2	8	-6	4
O=[N+]([O-])c1ccc(C2=NN(c3ccccc3)C(c3ccco3)C2)cc1 (stereo unspecified)
    ·	12	0	·	-3.6	10	·	-2.5	6	-4	-3
O=C(NCCc1ccccc1)N1c2ccccc2Sc2ccccc21
    0.0	-46	-3	-5	1.2	-29	2.5	7.7	1	-4	8

An excerpt from above in order of formula weight, highest first:
Results follow in this order: E coli growth	MOR-DOR inv ag	PKA-R1A act	SUMO Mot1 rescue	phage Ecoli inh	PfHsp90 set2	AddAB inh	OPRM1-OPRD1 ag	HTR5A inv ag	PKA-R2B activ	Tat transport
O=C(NCCC1=CCCCC1)C1CCN(S(=O)(=O)c2cccc3nsnc23)CC1
    -1.1	-11	0	-2	1.9	-3	-1.2	2.1	-19	3	-7
O=C(Nc1cccc2ccccc12)c1ccccc1Cl
    -2.8	4	2	1	2.6	-4	-1.1	-0.9	19	-4	1
O=C(CSC1=NCCS1)NCc1ccco1
    -2.5	-4	-5	10	-1.2	14	3.6	0.9	3	4	5
